bCat KO growth: beta-catenin-lacking colon tumor cell growth suppression. viability, % at 10 µM. AID 818. HCT116 beta-catenin knockout viability, CellTiter-Glo, 60 h; active compounds read low. 140,000 compounds, 1.5% hits;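 active = viability at or under a set limit, the compound median less 4 SD, cut at about 6% in these data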;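 also: 0% = Hyamine 1622 control at 20 µM and 100% = untreated cell control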
E-sel TNF inh: blocks E-selectin expression induced by TNF alpha; HUVEC TNFa-induced E-selectin immunofluorescence, high content; inhibition, % at 2 µM; 120,000 compounds, 0.71% hits; AID 1246;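 active = inhibition above the batch mean plus 3 SD, and confirmed as a hit on visual image review, cut at about 43% in these data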;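 also: 0% = TNF-stimulated DMSO wells and 100% = unstimulated control wells; not every result past the cut was called active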
NPY Y2 blocker: blocks the human neuropeptide Y Y2 receptor. P49146. NPY-Y2 expressing cells, antagonist mode. inhibition, % at 2.7 µM. 140,000 compounds, 0.99% hits; in the data active = inhibition above about 17%;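 also: 0% = vehicle with agonist challenge and 100% = reference antagonist with challenge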
Target sequence (P49146 whole entry, looked up): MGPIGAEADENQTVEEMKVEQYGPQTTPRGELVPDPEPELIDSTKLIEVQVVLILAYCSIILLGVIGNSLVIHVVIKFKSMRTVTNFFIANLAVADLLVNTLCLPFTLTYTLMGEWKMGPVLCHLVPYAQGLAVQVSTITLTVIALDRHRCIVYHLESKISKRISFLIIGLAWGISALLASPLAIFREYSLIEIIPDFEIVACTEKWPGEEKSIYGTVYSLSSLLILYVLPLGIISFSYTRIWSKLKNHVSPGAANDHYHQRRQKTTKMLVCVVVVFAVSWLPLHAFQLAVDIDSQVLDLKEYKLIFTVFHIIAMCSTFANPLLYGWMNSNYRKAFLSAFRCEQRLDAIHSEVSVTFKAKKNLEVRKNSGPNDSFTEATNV
Yeast growth inh: reduces growth of yeast BB579 in restrictive medium | S. cerevisiae BB579 growth, OD615, 48 h | 140,000 compounds, 0.51% hits | AID 804 | inhibition, % at 10 µM;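 active = inhibition above a set limit, 3 SD over the mean compound inhibition, cut at about 44% in these data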; also: inactives centre near -24
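System: Saccharomyces cerevisiae DeaD strain BB579, replicative lifespan model yeast | Buffer or medium: Restrictive glucose-based CSMM-D medium | Times: 4 h preincubation and 48 h exposure at 30 °C | Detection: OD615 turbidity measurement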
Yeast lifespan up: extends the lifespan of yeast. inhibition of the nicotinamide effect, % at 10 µM. S. cerevisiae growth with nicotinamide, OD615; deaD strain in restrictive glucose medium. 130,000 compounds, 0.68% hits;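 active = inhibition above a set limit, placed 3 SD over the median of all compounds, cut at about 26% in these data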;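 also: 0% = nicotinamide-treated wells and 100% = cells grown without nicotinamide; some compounds called inactive have numbers as strong as hits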
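System: DeaD-strain S. cerevisiae / Buffer or medium: CSMM-D, restrictive glucose (dextrose) synthetic minimal medium / Probe or stimulus: nicotinamide, 1.5 mM, co-present with compound / Compound: one concentration, 10 µM, DMSO 0.25% / Incubation: 48 h compound exposure at 30 °C, humidified / Technique: optical density (absorbance) at 615 nm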
MRP1 act: activates MRP-1 | H69AR cells + doxorubicin, viability rescue, CellTiter-Glo | viability increase, % at 10 µM | 140,000 compounds, 0.61% hits | AID 799;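 active = viability gain under doxorubicin at or above a set limit, the compound median plus 3 SD, cut at about 4.7% in these data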;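 also: MRP-1 overexpressing cells given doxorubicin 25 µM after compound pretreatment; 18-22 h compound pretreatment then 72 h with doxorubicin before readout; 0% = doxorubicin-only wells and 100% = vehicle-treated cells without doxorubicin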
GALR2 blocker: antagonists of human galanin receptor 2 (GALR2). 140,000 compounds, 0.39% hits. GALR2-expressing cells, antagonist mode. O43603. AID 828. inhibition, % at 4 µM; in the data active = inhibition above about 27%;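 also: cells stimulated with galanin 1-16 at roughly its EC80; 0% = agonist challenge control and 100% = basal control without agonist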
Target sequence (O43603 whole entry, looked up): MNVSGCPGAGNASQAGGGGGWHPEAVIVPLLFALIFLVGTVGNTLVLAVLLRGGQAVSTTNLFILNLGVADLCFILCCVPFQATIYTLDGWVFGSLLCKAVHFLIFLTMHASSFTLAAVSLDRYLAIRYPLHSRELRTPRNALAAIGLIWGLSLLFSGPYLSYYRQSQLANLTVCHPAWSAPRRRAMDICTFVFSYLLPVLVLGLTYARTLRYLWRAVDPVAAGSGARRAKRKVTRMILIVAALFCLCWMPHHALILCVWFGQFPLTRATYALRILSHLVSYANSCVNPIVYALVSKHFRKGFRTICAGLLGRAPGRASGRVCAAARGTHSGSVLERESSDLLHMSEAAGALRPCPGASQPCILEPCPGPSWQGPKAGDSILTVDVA
HCT116 PTEN-null: PTEN-deleted cell growth suppression | viability, % at 10 µM | 140,000 compounds, 1.2% hits | HCT116 PTEN-null viability, CellTiter-Glo, 60 h; active compounds read low;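 active = viability at or below a set limit, 4 SD under the median of all tested compounds, cut at about 3.7% in these data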;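 also: PTEN knockout HCT116 line with beta catenin targeted HCT116 as companion control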
Measles CPE: protection of cells from measles virus. Measles virus-infected cells, CPE protection, absorbance. protection (pct of control), % at 4 µM. 140,000 compounds, 1.5% hits. AID 841; in the data active = protection mostly above about 24%, no sharp cut-off; inactive = mostly below about 26%; also: some compounds called inactive have numbers as strong as hits
Phagocyt inh: macrophage phagocytosis inhibition. inhibition, % at 5 µM. J774A.1 macrophage IgG-bead phagocytosis, imaging. 110,000 compounds, 0.07% hits;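 active = inhibition above the mean of the plate negative controls plus 5 SD, cut at about 13% in these data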;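 also: phagocytic index as fraction of beads internalized from green versus red external bead signal; plate controls were DMSO negative control for no effect and cytochalasin-D positive control for full effect; some results beyond the cut were filed as inactive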
The depositor's hits bear a star.

Screening Cc1ccc(Sc2c(C)[nH]n(C(C)(C)C)c2=O)cc1 returned bCat KO growth 90, NPY Y2 blocker 4, Yeast growth inh -49, Yeast lifespan up 15, MRP1 act 0.9, GALR2 blocker -2, HCT116 PTEN-null 79 and Measles CPE 6.
`CCCCCCN(C(=O)CCCCCN1C(=O)NC(c2ccc(-c3ccccc3)cc2)C(C(=O)OCc2ccccc2)=C1C)C(C(=O)NCCCC)c1ccc(O)cc1` (stereo not given) gave bCat KO growth 84, E-sel TNF inh -4, NPY Y2 blocker 0, Yeast growth inh -23, Yeast lifespan up 0, MRP1 act -0.1, GALR2 blocker -12, HCT116 PTEN-null 81 and Measles CPE 10.
CCOC(=O)C1CCN(C(=O)c2ccccc2NC(=O)c2ccc(Br)cc2)CC1 was read as bCat KO growth 96, E-sel TNF inh -4, NPY Y2 blocker 5, Yeast growth inh -9, Yeast lifespan up 0, MRP1 act -1.4, GALR2 blocker 4, HCT116 PTEN-null 108, Measles CPE 2 and Phagocyt inh -9.
`O=C(NC(O)C(=O)c1ccccc1)c1cccs1` (stereo not given) gave bCat KO growth 96, E-sel TNF inh 9, NPY Y2 blocker 0, Yeast growth inh -38, Yeast lifespan up 0, MRP1 act -3.9, GALR2 blocker -1, HCT116 PTEN-null 104, Measles CPE 31 and Phagocyt inh -1.
Screening CC1=C(c2ccccc2)[N+](=O)C2(CCCC2)N1[O-] returned bCat KO growth 94, E-sel TNF inh 4, NPY Y2 blocker 2, Yeast growth inh 7, Yeast lifespan up -13, MRP1 act -1.0, GALR2 blocker 0, HCT116 PTEN-null 82, Measles CPE 8 and Phagocyt inh -1.
`COc1ccccc1C(=O)Nc1ccc2nc(SCC(=O)N(C)C)sc2c1` gave bCat KO growth 116, E-sel TNF inh 16, NPY Y2 blocker 3, Yeast growth inh -25, Yeast lifespan up -5, MRP1 act -1.0, GALR2 blocker 0, HCT116 PTEN-null 111, Measles CPE 3 and Phagocyt inh -3.
`CCCCCOc1ccc(C(=O)OCC(=O)Nc2cc(C)c(C)cc2[N+](=O)[O-])cc1` gave bCat KO growth 93, E-sel TNF inh -7, NPY Y2 blocker -1, Yeast growth inh -34, Yeast lifespan up 6, MRP1 act -1.6, GALR2 blocker 3, HCT116 PTEN-null 90, Measles CPE 8 and Phagocyt inh 3.
O=C(NCc1ccc(F)cc1)c1cc2ccccn2n1 was read as bCat KO growth 84, E-sel TNF inh -59, NPY Y2 blocker 3, Yeast growth inh -14, Yeast lifespan up -3, MRP1 act 2.7, GALR2 blocker 7, HCT116 PTEN-null 103, Measles CPE 19 and Phagocyt inh 0.
Screening O=C(Nc1nc(-c2cccs2)cs1)c1ccc(Cl)s1 returned bCat KO growth 51, E-sel TNF inh -4, NPY Y2 blocker 0, Yeast growth inh 17, Yeast lifespan up -7, MRP1 act -3.5, GALR2 blocker 3, HCT116 PTEN-null 50 and Measles CPE 10.
`COc1cccc(C(C(=O)NCc2ccco2)N(Cc2ccco2)C(=O)Cn2nnc3ccccc32)c1` (stereo not given) gave bCat KO growth 94, E-sel TNF inh 1, NPY Y2 blocker 8, Yeast growth inh 8, MRP1 act 2.7, GALR2 blocker -2, HCT116 PTEN-null 97 and Measles CPE 15.
For CN(Cc1nc(-c2cccnc2)no1)S(=O)(=O)c1ccc2ccccc2c1 the results were bCat KO growth 95, E-sel TNF inh 11, NPY Y2 blocker 3, Yeast growth inh -42, Yeast lifespan up -1, MRP1 act -3.8, GALR2 blocker -6, HCT116 PTEN-null 95, Measles CPE 17 and Phagocyt inh -2.
O=C(Nc1ccc(Br)cc1F)c1cccnc1 was read as bCat KO growth 84, E-sel TNF inh 58, NPY Y2 blocker 5, Yeast growth inh -27, Yeast lifespan up -6, MRP1 act -1.1, GALR2 blocker -2, HCT116 PTEN-null 89, Measles CPE 6 and Phagocyt inh -3.
For O=C(CSc1ccc(-c2ccco2)nn1)c1ccccc1 the results were bCat KO growth 82, E-sel TNF inh -15, NPY Y2 blocker -1, Yeast growth inh -18, Yeast lifespan up -6, MRP1 act -0.7, GALR2 blocker 6, HCT116 PTEN-null 81, Measles CPE 24 and Phagocyt inh -9.
O=C1/C(=C/c2ccc(N3CCOCC3)o2)SC(=Nc2ccccc2)N1CCc1c[nH]c2ccccc12 was read as bCat KO growth 1.4*, E-sel TNF inh -16, NPY Y2 blocker -2, Yeast growth inh -44, Yeast lifespan up 0, MRP1 act -5.4, GALR2 blocker 28*, HCT116 PTEN-null 1.4* and Measles CPE 5.
CC(C)OC(=O)c1cc(C(=O)c2cc(F)ccc2O)coc1=N was read as bCat KO growth 95, E-sel TNF inh 11, NPY Y2 blocker 2, Yeast growth inh -24, Yeast lifespan up -7, MRP1 act -2.3, GALR2 blocker 7, HCT116 PTEN-null 96, Measles CPE 4 and Phagocyt inh 1.

Reprinted at random: 2 compounds from above
O=C(NCc1ccc(F)cc1)c1cc2ccccn2n1 was read as bCat KO growth 84, E-sel TNF inh -59, NPY Y2 blocker 3, Yeast growth inh -14, Yeast lifespan up -3, MRP1 act 2.7, GALR2 blocker 7, HCT116 PTEN-null 103, Measles CPE 19 and Phagocyt inh 0.
For O=C(CSc1ccc(-c2ccco2)nn1)c1ccccc1 the results were bCat KO growth 82, E-sel TNF inh -15, NPY Y2 blocker -1, Yeast growth inh -18, Yeast lifespan up -6, MRP1 act -0.7, GALR2 blocker 6, HCT116 PTEN-null 81, Measles CPE 24 and Phagocyt inh -9.

Next structures follow:
COc1ccc(C(C(=O)NC2CCCC2)N(C(=O)c2ccoc2C)c2ccccc2)cc1 (stereo not given) was read as bCat KO growth 77, NPY Y2 blocker 5, Yeast growth inh 2, Yeast lifespan up 1, MRP1 act -2.0, GALR2 blocker -4, HCT116 PTEN-null 77 and Measles CPE 8.
Cc1nn(C(C)(C)C)c(OC(=O)C2CCCC2)c1S(=O)(=O)c1ccccc1 was read as bCat KO growth 72, E-sel TNF inh 8, NPY Y2 blocker 5, Yeast growth inh -52, Yeast lifespan up -7, MRP1 act -2.0, GALR2 blocker -6, HCT116 PTEN-null 45 and Measles CPE 8.
CC(C)Cn1c(N)c(C(=O)COC(=O)C2CCCCC2)c(=O)n(C)c1=O was read as bCat KO growth 80, E-sel TNF inh -3, NPY Y2 blocker 11, Yeast growth inh -29, Yeast lifespan up -9, MRP1 act -1.9, GALR2 blocker 21, HCT116 PTEN-null 82, Measles CPE 12 and Phagocyt inh -1.
Screening COc1ccc(-c2nnc3n2N=C(c2cccc(Br)c2)CS3)cc1OC returned bCat KO growth 90, E-sel TNF inh -5, NPY Y2 blocker 19*, Yeast growth inh -65, Yeast lifespan up -9, MRP1 act -0.7, GALR2 blocker 9, HCT116 PTEN-null 90, Measles CPE 9 and Phagocyt inh -1.
`O=C1CC(SC(=Nc2ccccc2)Nc2ccccc2)C(=O)N1c1cccc(Cl)c1` (stereo not given) gave bCat KO growth 42, E-sel TNF inh 1, NPY Y2 blocker -3, Yeast growth inh -25, Yeast lifespan up -17, MRP1 act -6.7, GALR2 blocker 2, HCT116 PTEN-null 12 and Measles CPE 4.
For Cc1snc(S(=O)(=O)/C(C#N)=N/Nc2ccc(C(F)(F)F)cc2)c1C#N the results were bCat KO growth 91, E-sel TNF inh 4, NPY Y2 blocker -1, Yeast growth inh 1, Yeast lifespan up -15, MRP1 act -3.3, GALR2 blocker -2, HCT116 PTEN-null 93, Measles CPE 2 and Phagocyt inh -1.
For CCOc1ccc(C(=O)N(Cc2ccc(N(C)C)cc2)C2CCS(=O)(=O)C2)cc1 (stereo not given) the results were bCat KO growth 103, E-sel TNF inh 16, NPY Y2 blocker 2, Yeast growth inh -66, Yeast lifespan up -12, MRP1 act -0.9, GALR2 blocker -7, HCT116 PTEN-null 107, Measles CPE 2 and Phagocyt inh 1.
For O=S(=O)(c1ccccc1)c1cnc(-c2cccnc2)nc1-c1ccccc1 the results were bCat KO growth 54, E-sel TNF inh 10, NPY Y2 blocker 4, Yeast growth inh 3, Yeast lifespan up -19, MRP1 act -3.6, GALR2 blocker 0, HCT116 PTEN-null 58, Measles CPE 5 and Phagocyt inh 4.
Screening CCOc1ccc(OCc2ccc(C(=O)N3CCOCC3)cc2)cc1 returned bCat KO growth 78, E-sel TNF inh 8, NPY Y2 blocker 3, Yeast growth inh -29, MRP1 act 1.3, GALR2 blocker 2, HCT116 PTEN-null 85 and Measles CPE 2.
For COc1ccc(Cc2nnc(NC(=O)CSc3ccc(Cl)cc3)s2)cc1OC the results were bCat KO growth 99, E-sel TNF inh -8, NPY Y2 blocker 14, Yeast growth inh -34, Yeast lifespan up 4, MRP1 act 1.1, GALR2 blocker 6, HCT116 PTEN-null 103 and Measles CPE 3.
Cc1cc(C)c(S(N)(=O)=O)c(C)c1-n1cnnn1 was read as bCat KO growth 103, E-sel TNF inh -17, NPY Y2 blocker -1, Yeast growth inh -74, Yeast lifespan up -1, MRP1 act -1.1, GALR2 blocker -3, HCT116 PTEN-null 105, Measles CPE 4 and Phagocyt inh -1.
Screening COc1ccc(NC(=O)CSc2ccccc2)c(OC)c1 returned bCat KO growth 99, E-sel TNF inh -44, NPY Y2 blocker 0, Yeast growth inh -23, MRP1 act -2.5, GALR2 blocker -5, HCT116 PTEN-null 99 and Measles CPE 7.
`Cc1noc(C)c1S(=O)(=O)N1CCC(C(=O)Nc2ccccn2)CC1` gave bCat KO growth 106, E-sel TNF inh 1, NPY Y2 blocker 0, Yeast growth inh -30, Yeast lifespan up -21, MRP1 act -2.3, GALR2 blocker 1, HCT116 PTEN-null 102, Measles CPE 24 and Phagocyt inh 1.
Screening Cc1cccc(-n2cnc(C(=O)NC3CCCCCC3)c2)n1 returned bCat KO growth 111, NPY Y2 blocker 3, Yeast growth inh 0, Yeast lifespan up -23, MRP1 act 1.4, GALR2 blocker -5, HCT116 PTEN-null 99 and Measles CPE 6.
Screening CCCCc1c(O)nc(SCCC(=O)O)[nH]c1=O returned bCat KO growth 94, NPY Y2 blocker -5, Yeast growth inh -12, Yeast lifespan up -18, MRP1 act -2.6, GALR2 blocker -6, HCT116 PTEN-null 100, Measles CPE 6 and Phagocyt inh 0.
`CCCCN1C(=O)NC(NC(=O)c2ccco2)(C(F)(F)F)C1=O` (stereo not given) gave bCat KO growth 86, E-sel TNF inh -24, NPY Y2 blocker 0, Yeast growth inh -16, Yeast lifespan up 12, MRP1 act -1.9, GALR2 blocker 1, HCT116 PTEN-null 87 and Measles CPE 3.

By substructure, the compounds so far containing a thiophene ring, fused or not (2)
`O=C(NC(O)C(=O)c1ccccc1)c1cccs1` (stereo not given) gave bCat KO growth 96, E-sel TNF inh 9, NPY Y2 blocker 0, Yeast growth inh -38, Yeast lifespan up 0, MRP1 act -3.9, GALR2 blocker -1, HCT116 PTEN-null 104, Measles CPE 31 and Phagocyt inh -1.
Screening O=C(Nc1nc(-c2cccs2)cs1)c1ccc(Cl)s1 returned bCat KO growth 51, E-sel TNF inh -4, NPY Y2 blocker 0, Yeast growth inh 17, Yeast lifespan up -7, MRP1 act -3.5, GALR2 blocker 3, HCT116 PTEN-null 50 and Measles CPE 10.
